hgDAF12 agonist: activates the H. glycines DAF-12 receptor ligand-binding domain | HEK293 GAL4-hgDAF12 UAS-luciferase reporter, agonist luminescence; normalized to butyrate control | activation, % at 6.8 µM | 1.8% of 370,000 active | AID 687014;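 active means activation above a cutoff set at the mean of all screened compounds plus 3 SD, cut at about 10% in these data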;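 further: 0% = DMSO wells and 100% = sodium butyrate wells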
DAX1 inh-1: NR0B1 (DAX1) inhibition; inhibition, % at 6.75 µM; AID 504766; HEK293 Gal4-DAX1 luciferase reporter, luminescence; P51843; 0.99% of 340,000 active;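 active means inhibition above the mean over all tested compounds plus 3 SD, cut at about 4.2% in these data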;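 further: 0% = DAX1-transfected cells with DMSO and 100% = empty-vector control cells with DMSO; inhibition shows as a rise in luminescence from relieved DAX1 repression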
NPR2 activator: GC-B (human) receptor activation; P20594; activation, % at 10 µM; HEK293-GC-B cells, CNP EC30, cGMP TR-FRET; 0% at EC30 CNP, 100% saturating CNP; 0.11% of 370,000 active;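 active means activation at 10 µM reaching about 35% in either raw or pattern-adjusted values, limit read from the data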
ssDAF-12 act: S. stercoralis DAF-12 activation, primary screen | HEK293 ssDAF-12/GRIP1 lit1-tk-luc reporter, luminescence; % of 3 µM dafachronic acid response | AID 652126 | activation, % at 6.8 µM | 1% of 370,000 active;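 active means activation above the mean over all tested compounds plus 3 SD, cut at about 0.9% in these data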;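 further: 0% = DMSO-only wells and 100% = 3 µM delta7-dafachronic acid wells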
HGIII-sPLA2 inh: Inhibits HGIII-sPLA2 liposome hydrolysis, primary screen. QFRET BODIPY PC-A2 liposome hydrolysis, fluorescence. inhibition, % at 12.2 µM. 0.56% of 370,000 active. AID 743126;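 active means inhibition above mean plus 3 SD of compounds lying within the high and low control bounds, cut at about 19% in these data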;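 further: 0% = median of test compound wells and 100% = no enzyme DMSO wells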
Target sequence (Q9NZ20 whole entry, looked up): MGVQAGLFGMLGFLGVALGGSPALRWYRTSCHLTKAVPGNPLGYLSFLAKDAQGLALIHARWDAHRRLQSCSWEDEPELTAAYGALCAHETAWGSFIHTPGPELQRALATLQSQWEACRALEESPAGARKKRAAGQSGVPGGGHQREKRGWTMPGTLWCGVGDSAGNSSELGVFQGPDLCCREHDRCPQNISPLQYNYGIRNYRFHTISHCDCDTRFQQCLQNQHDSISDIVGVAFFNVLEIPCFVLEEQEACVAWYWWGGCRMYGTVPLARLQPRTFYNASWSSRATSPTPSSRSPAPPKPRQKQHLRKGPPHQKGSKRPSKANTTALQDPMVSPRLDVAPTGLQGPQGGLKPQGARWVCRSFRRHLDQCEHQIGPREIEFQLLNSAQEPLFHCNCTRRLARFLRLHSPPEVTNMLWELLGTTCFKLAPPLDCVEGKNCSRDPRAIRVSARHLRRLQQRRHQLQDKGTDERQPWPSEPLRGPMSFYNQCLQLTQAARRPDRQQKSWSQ
SMARCA2 activ: SMARCA2 function activation, primary screen; MG213 cells, MMTV-luciferase reporter, dexamethasone, overnight; activation, % at 9.1 µM; 1% of 370,000 active; AID 652017; in the data active means activation above about 7.8%;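 further: 0% = vehicle wells and 100% = reference activator wells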
ADAM10 inh: inhibits human ADAM10; O14672; recombinant ADAM10, EDANS/DABCYL FRET peptide cleavage, 3 h; inhibition, % at 7 µM; 0.62% of 370,000 active; AID 720582;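 active means inhibition above a per-campaign cutoff equal to the mean of compounds falling between control-based bounds plus 3 SD, cut at about 20% in these data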;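 further: 0% = DMSO wells while the 100% control is not disclosed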
Target sequence (O14672 214-748 limits assumed): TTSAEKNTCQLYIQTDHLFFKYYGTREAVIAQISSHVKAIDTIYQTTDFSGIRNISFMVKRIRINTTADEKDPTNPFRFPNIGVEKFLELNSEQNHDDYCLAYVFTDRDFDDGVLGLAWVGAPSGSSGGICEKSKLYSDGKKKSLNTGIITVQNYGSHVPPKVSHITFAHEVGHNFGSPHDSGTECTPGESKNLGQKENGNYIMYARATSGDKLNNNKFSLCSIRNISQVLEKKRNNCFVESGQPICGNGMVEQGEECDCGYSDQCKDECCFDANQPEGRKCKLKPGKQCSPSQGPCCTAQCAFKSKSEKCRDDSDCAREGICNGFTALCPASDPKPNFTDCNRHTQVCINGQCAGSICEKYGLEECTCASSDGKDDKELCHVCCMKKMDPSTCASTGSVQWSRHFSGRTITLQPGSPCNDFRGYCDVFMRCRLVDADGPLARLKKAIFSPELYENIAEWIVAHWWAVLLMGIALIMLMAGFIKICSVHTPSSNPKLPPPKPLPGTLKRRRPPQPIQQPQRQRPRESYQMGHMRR
DAX1 inh-2: blocks DAX1 repression of SF-1 activated StAR promoter; HEK293T StAR-luciferase reporter, SF-1/DAX-1 repression relief; inhibition, % at 6.8 µM; 1.1% of 370,000 active; AID 652010;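 active means inhibition above the mean over all tested compounds plus 3 SD, cut at about 3.6% in these data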;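 further: 0% = DAX-1 cells with DMSO and 100% = cells lacking DAX-1 with DMSO; higher inhibition means more luminescence from relief of DAX-1 repression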
FXN GAA850 act: frataxin GAA850 promoter activation; HEK293 lucGAA850 FXN promoter luciferase reporter, 24 h; percent of 10 µM SAHA response; activation, % at 6 µM; 0.56% of 360,000 active; AID 540364;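 active means activation above the average of all compounds screened plus 3 SD, cutoff fixed separately per campaign, cut at about 7.5% in these data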;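 further: 0% = DMSO wells and 100% = 10 µM SAHA wells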
hcDAF12 agonist: activators of H. contortus DAF-12 nuclear receptor; HEK293 hcDAF-12 lit1-tk-luc reporter, luminescence; 0% DMSO, 100% Δ7-dafachronic acid; activation, % at 6.8 µM; 1.4% of 370,000 active; AID 652067;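 active means activation above the mean of all tested compounds plus 3 SD, cut at about 5.5% in these data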;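 further: 100% = response to 3 µM Δ7-dafachronic acid high control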
GC-A act: GC-A (human) enzyme activation; P16066; HEK293 GC-A cells, cGMP TR-FRET, EC30 ANP; 0% at EC30 ANP, 100% saturating ANP; activation, % at 10 µM; 0.14% of 370,000 active; AID 1671463; in the data active means activation above about 40%
* marks the source's active call; other numbers are inactive results; i = inactive; . = no result given.

Values in the order – hgDAF12 agonist, DAX1 inh-1, NPR2 activator, ssDAF-12 act, HGIII-sPLA2 inh, SMARCA2 activ, ADAM10 inh, DAX1 inh-2, FXN GAA850 act, hcDAF12 agonist, GC-A act
> CC(=O)Nc1cccc(-c2cc(NC(C)=O)c3ncc(-c4cccc(C(F)(F)F)c4)n3c2)c1
 : -0.2, ., 8.6, -1.7, -11.3, -2.6, -38.1, -2.8, 0.4, -3.2, 4.3
> CCCOc1ccc(N2C(=O)CC(NCC(=O)OCC)C2=O)cc1 (centres undefined)
 : 0.5, ., -6.2, -0.7, 19.0, -3.4, -13.0, -0.2, -0.7, -0.9, -3.1
> Cc1ccc2nc(C3CCCCC3)c(CC(C)(C)C)n2c1
 : -1.3, ., -7.0, -0.4, 4.9, 0.3, -4.7, 0.0, ., 0.4, 0.0
> Cc1cccc(OCCOC(=O)c2c(-c3ccccc3)noc2C)c1
 : 0.0, -0.3, -2.3, -0.9, 8.4, -3.0, 7.2, -0.9, -2.1, -1.0, -2.9
> CCN(CC)CCNC(=O)c1cc(Sc2nnc(C)s2)nc2ccccc12
 : 0.8, 0.1, -2.6, 0.0, 0.6, -2.0, -11.8, -0.1, 2.2, 1.9, -7.1
> CC(C)(C)c1ccc(CS(=O)(=O)CC2(O)CCN(C(=O)c3cccc(C(F)(F)F)c3)CC2)cc1
 : -1.6, 3.4, -2.9, -0.4, 4.8, 3.6, 0.6, -0.8, 1.5, 3.8, 5.0
> O=C(COC(=O)CCC1CCCCC1)Nc1ccc(OC(F)F)cc1
 : 0.0, 0.7, 3.2, -0.8, -12.9, 4.6, 11.6, -0.4, 0.5, -1.4, -0.3
> NNc1nc(-c2ccccc2)cc(-c2ccc(Br)cc2)n1
 : -1.0, 1.1, 2.3, -1.4, -0.9, -1.4, -30.0, -1.0, 0.8, -0.7, -2.1
> OCCc1ccc(O)c(-n2nc3ccccc3n2)c1
 : 8.2, 0.4, 0.7, -0.1, 12.9, -0.5, 4.3, 1.4, 1.5, 0.7, -2.9
> COCCNC(=O)CSc1nccn1Cc1ccc2c(c1)OCO2
 : 2.6, 1.6, 3.3, -1.1, 0.0, -3.4, 0.0, 0.0, 2.2, -0.6, 2.9
> COCC(=O)Nc1c(C(=O)N2CCCC2)oc2ccccc12
 : -1.6, 0.1, 7.3, -1.7, -3.7, 0.9, -0.7, -0.1, 3.2, -1.1, 1.3
> COc1ccc(N2C(=O)CCC(C(=O)c3ccccc3)=C2C)cc1
 : -0.4, 0.6, -3.3, -1.2, -3.5, 3.3, 0.6, -0.6, -1.6, -2.2, 2.7
> CN(C)CCNC(=O)c1ccc(-c2nn(C)c(=O)c3ccccc23)cc1
 : 0.1, 1.4, -2.9, -1.3, 7.1, -1.9, -9.8, 0.2, -0.2, -0.1, 0.8
> CCCN(Cc1nnc(-c2ccccc2Cl)o1)C(=O)c1oc2ccccc2c1C
 : -0.8, 1.2, -3.7, -1.3, -18.0, 1.4, -4.7, -2.0, -1.3, -2.5, -4.0
> Cc1ccc(C(=O)Nc2ccc(CN3CCCCC3)cc2)c(C)c1
 : -0.8, -1.1, 1.7, -1.0, 1.0, -1.4, 2.1, 0.5, 2.5, -0.5, 3.1

An excerpt from above in order of their number in GC-A act, ascending:
molecule	GC-A act
CCN(CC)CCNC(=O)c1cc(Sc2nnc(C)s2)nc2ccccc12	-7.1
CCCN(Cc1nnc(-c2ccccc2Cl)o1)C(=O)c1oc2ccccc2c1C	-4.0
CCCOc1ccc(N2C(=O)CC(NCC(=O)OCC)C2=O)cc1 (centres undefined)	-3.1

Additional entries follow:
Values in the order – hgDAF12 agonist, DAX1 inh-1, NPR2 activator, ssDAF-12 act, HGIII-sPLA2 inh, SMARCA2 activ, ADAM10 inh, DAX1 inh-2, FXN GAA850 act, hcDAF12 agonist, GC-A act
> O=C(NCc1ccccc1)c1ccc(-c2ccc(F)c(F)c2)c2ccoc12
 : 0.3, ., 4.9, -1.3, -8.8, -0.8, 6.2, -0.1, -0.3, -1.3, -2.5
> NC(=O)CC(NC(=O)Cc1ccc(Cl)cc1)c1ccc(NCCOc2ccccc2)c([N+](=O)[O-])c1 (centres undefined)
 : -0.3, 0.3, -0.7, -1.4, -3.1, -0.5, 11.2, 0.3, -1.0, -1.5, 1.4
> COC(=O)CC1C(=O)NCCN1C(=O)c1ccc([N+](=O)[O-])cc1 (centres undefined)
 : 3.6, 1.1, 6.1, -1.3, -1.0, 10.0*, 0.8, 0.2, 0.7, 0.9, -1.6
> C=CCN(Cc1ccc2c(c1)OCO2)C(C#CC1CC1)C(C)C (centres undefined)
 : -2.2, ., -3.2, -0.9, 12.4, -4.7, -4.4, -1.3, ., -0.4, -1.9
> Cc1c2ccncc2cc2c1[nH]c1ccccc12
 : 10.9*, -2.4, -9.3, -1.1, -22.1, 3.0, -71.2, -2.6, -4.0, 3.7, -11.5
> COc1ccccc1NC(=O)Nc1nc(CC(=O)Nc2ccc(N(C)C)cc2)cs1
 : 1.2, 0.3, 4.2, -1.0, -14.3, 2.9, 11.5, -2.3, 2.5, -0.4, -2.7
> COC(=O)CSc1ncnc2c(C)csc12
 : 2.4, ., -1.7, -0.6, -4.6, -5.0, 2.1, -0.1, 2.4, -0.1, -5.5
> Cn1cc(-c2coc3c(C(=O)NCc4cccc(Cl)c4)cccc23)cn1
 : -4.1, ., 3.2, -2.2, -7.3, -2.8, 0.2, -2.2, 0.3, -3.1, -3.2
> COc1c(N)c2c(c([N+](=O)[O-])c1OC)C(=O)OC2
 : -2.1, 0.8, 0.4, 0.6, 4.2, -0.9, -8.8, 0.6, 1.4, -0.9, 0.8
> CCCCCCCCCCCCN1C(=O)CSC1c1cccnc1 (centres undefined)
 : -2.6, 0.9, 0.6, -1.9, -2.1, -2.5, 0.6, 0.0, 1.3, -2.7, 1.2
> COc1ccc2oc(C(=O)Nc3nc(C)cs3)c(C)c2c1
 : 20.8*, 0.5, -2.2, 1.1*, 5.8, 2.5, -215.2, 6.9*, 4.7, 9.9*, 0.9
> COc1ccc(CCn2c(=N)c(C(=O)NCc3ccco3)cc3c(=O)n4cccc(C)c4nc32)cc1
 : -2.2, -0.1, 1.7, -1.3, 0.4, 1.0, -120.8, -0.6, 2.7, -2.3, 8.1
> Cc1ccc(NC(=O)CSCC(=O)NNC(=O)c2ccoc2C)cc1
 : 1.9, 0.3, 6.5, -0.7, 5.7, -0.9, -4.1, 1.7, 0.1, -1.4, -0.3
> C[C@H](NS(=O)(=O)c1ccc(Cl)cc1)C(=O)OCC(=O)NCCc1ccc(S(N)(=O)=O)cc1
 : 0.5, 0.0, 3.6, -1.8, -10.8, 4.3, -3.6, 0.1, 1.2, 0.6, 0.2
> O=C(CCC(=O)c1ccc(Br)cc1)Nc1ccc(F)cc1
 : 0.1, 0.0, -15.4, -0.9, -1.9, -2.2, 7.6, -0.4, 1.0, 2.9, -9.0
> Cn1c(Cn2c(=O)sc3ccccc32)nnc1SCC(=O)N1CCN(c2ccccc2)CC1
 : -2.2, 0.1, 0.7, -1.6, -0.9, 1.0, -1.7, -1.1, -1.1, -1.3, 2.7
> Cc1cc(/C=C2/NC(=O)N(Cc3ccccc3F)C2=O)c(C)n1C
 : -0.3, 0.8, 3.5, -0.3, -4.0, 0.8, -24.9, -0.1, 1.0, -1.8, 1.7
> O=C(COc1cc2oc(=O)c3c(c2cc1Cl)CCC3)NCCCn1ccnc1
 : 2.4, -0.2, -6.8, -0.3, -7.0, -0.1, -38.6, -0.1, -1.4, 0.6, -24.2
> CC(C)c1ccc(NC(=O)[C@H](Cc2c[nH]c3ccccc23)NC(=O)[C@@H]2Cc3ccccc3CN2)cc1
 : -7.3, -3.0, 7.9, -0.7, -17.5, 1.7, -7.3, -3.0, -5.3, 0.1, -2.4
> CCCN1CCC(=O)N([C@H](COc2ccccc2)c2ccccc2)CC1
 : 0.8, 0.8, -7.0, -0.7, -6.1, 1.1, -0.8, -0.5, -0.5, 0.0, -3.5
> O=C(O)C1=C[C@@H](c2csc3ccccc23)C[C@@H](OCc2ccc(CO)cc2)O1
 : -1.1, -0.2, 1.3, -1.4, -2.5, 2.7, -25.3, -0.2, -1.5, -0.7, 2.4
> CCOc1ccc(NCc2nnc(SCc3ccc(Cl)cc3)n2-c2ccccc2)cc1
 : -1.8, 0.2, -7.4, -1.8, -6.4, -3.7, 7.5, -0.6, -2.6, -0.8, -10.4
> COc1ccc(CCNc2oc(-c3ccccc3OC)nc2C#N)cc1OC
 : -1.2, -1.6, -2.1, -1.3, -5.7, 2.7, i, 0.1, 0.1, -1.1, 1.6
> COc1ccc(CCNC(=O)CN(Cc2ccc(Cl)cc2)S(C)(=O)=O)cc1
 : 0.0, -1.0, -21.0, -2.1, -3.7, -0.3, -5.5, -0.8, -1.0, -1.2, -30.2
> Cc1cc(C(=O)NCc2cc(C)n(C)n2)sc1-c1ccccc1
 : -3.2, -1.0, 2.5, -1.7, -5.6, -3.1, -17.7, -1.9, 1.8, -2.6, -1.4
> Fc1cc(Cl)ccc1NC1=NCCCCC1
 : 1.6, 0.3, 5.6, -0.4, 0.0, -3.8, -6.8, -0.1, -1.4, 0.2, 0.9
> CCc1cc2cc(C(=O)Nc3ccccc3F)sc2s1
 : 14.8*, 3.5, -2.9, 0.4, -6.5, 2.9, -2.1, 3.2, 2.7, 6.4*, -1.4
> Cc1[nH]n(C2=NCCS2)c(=O)c1N=Nc1ccccc1
 : -1.4, 0.8, 7.3, -0.7, -1.4, -4.3, -4.0, 0.1, 0.2, -1.8, -3.4
> COc1ccc(-c2cc(C(=O)Nc3cc(C)nn3-c3ccccc3)no2)cc1
 : 3.6, -0.3, -4.7, -0.6, 10.1, -2.2, -2.5, -0.2, 2.6, 0.3, 1.8
> O=[N+]([O-])c1ccc(C[n+]2cccc(O)c2)cc1
 : 1.1, 0.0, 1.5, -1.7, -1.1, 1.4, -1.4, 0.0, -2.1, -2.0, 5.2
> CCOc1cc(C(=O)Nc2nnc(C)s2)cc(OCC)c1OCC
 : 2.0, 1.1, 2.1, -1.0, -0.4, -2.1, -6.2, -0.1, 1.1, -0.1, -1.6
> Nc1ccn([C@@H]2O[C@H](C(=O)N[C@H](Cc3ccccc3)C(=O)N3CCN(CCO)CC3)[C@@H](O)[C@H]2O)c(=O)n1
 : -2.7, ., 5.6, -0.5, 6.3, -2.9, -9.6, -1.2, ., -0.9, -0.1
